HT1080NT lethal – qHTS for induction of synthetic lethality in tumor cells producing 2HG: qHTS for the HT-1080-NT fibrosarcoma cell line | HT-1080-NT fibrosarcoma viability, CellTiter-Glo ATP luminescence, 48 h | Potency, µM (highest dose often 46.1 µM), without a hit: at the top dose activity, negative = less viability, actives largely listed as cytotoxic | 1.6% of 360,000 active | AID 686970, 2013;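 further: NT is the 2HG producing partner of a matched IDH1 knockdown line; potency means the concentration at half of the fitted maximal effect; 0% = DMSO-treated cells and -100% = media-only wells without cells; nearly all actives have a fitted effect of over 55% in size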
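Compounds were tested in concentration-response format on HT-1080-NT cells for 48 hours at 37 degrees C. Cell viability came from CellTiter-Glo luminescence; curves were classified by r2, response magnitude and activity.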
SW480 rereplic – A quantitative high throughput screen for small molecules that induce DNA re-replication in SW480 colon adenocarcinoma cells; SW480 DNA re-replication, Hoechst DNA content imaging, 48 h; 1.8% of 340,000 active; Potency, µM (series often up to 46.1 µM), inactives show at the highest dose re-replication activation, actives largely listed as activators; AID 624297, 2012; further: potency means the concentration at half of the fitted maximal effect; % of control where 0% means no effect; nearly all actives have a fitted effect of over 55% in size
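DNA re-replication was detected as more nuclei of elevated Hoechst intensity after 48 hr exposure to compound (23 nL pinned per well of 250 cells).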
KB-V1 MDR tox – qHTS assay for MDR1-selective chemotherapeutics: Primary screen using the drug-selected MDR subline cells KB-V1; KB-V1 MDR cells viability, CellTiter-Glo, 72 h; Potency, µM (top dose mostly 46.1 µM), without a hit: top-dose activity change, negative = cytotoxicity, usual class: cytotoxic; 3.4% of 400,000 active; further: potency means the concentration at half of the fitted maximal effect; on the % scale 0 is the no-effect control and ±100 the full control effect; nearly all actives have a fitted effect of over 60% in size
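Cells of the MDR subline KB-V1 are plated, dosed with compound at multiple concentrations, and incubated 72 h at 37 degrees C; CellTiter-Glo is then added and luminescence read after 10 min.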
KB-3-1 tox – qHTS assay for MDR1-selective chemotherapeutics: Primary screen using the parental adenocarcinoma cell KB-3-1; KB-3-1 viability, CellTiter-Glo ATP luminescence, 72 h; Potency, µM (doses to about 46.1 µM), inactives show top-dose activity change, negative = cytotoxic, most hits filed as cytotoxic; 1.4% of 400,000 active; AID 1347075, 2019; further: potency means the concentration at half of the fitted maximal effect; on the % scale 0 is the no-effect control and ±100 the full control effect; nearly all actives have a fitted effect of over 60% in size
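Parental KB-3-1 viability, qHTS format: 72 h compound exposure, 37 °C; CellTiter-Glo; media-only wells and DMSO plates as controls; concentration-effect fits on corrected data.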
IL1B secr inh – qHTS for Inhibitors of Inflammasome Signaling: IL-1-beta AlphaLISA Primary Screen; THP-1 LPS/ATP IL-1B secretion, AlphaLISA, 16 h; hits give low values; activity change, % at 57.5 µM; 4.7% of 360,000 active; AID 743279, 2014; in the data active means activity change below about -50%; inconclusive means mostly about -30% to -49%; further: on the % scale 0 is the no-effect control and ±100 the full control effect
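Secreted IL-1B measured by AlphaLISA bead assay after 16 h compound exposure of THP-1 cells; compounds (final up to 57.5 uM) added 1 h before LPS (250 ng/mL) and ATP (1.25 mM) stimulation; lower signal means less secretion.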
HT1080 IDH1KD tx – qHTS for induction of synthetic lethality in tumor cells producing 2HG: qHTS for the HT-1080-IDH1KD cell line. Potency, µM (top dose mostly 46.1 µM), for inactives: at the top dose activity, negative = toxicity, hits mostly cytotoxic. 2% of 360,000 active. HT-1080 IDH1 knockdown viability, ATP luminescence, 48 h;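 further: potency means the concentration at half of the fitted maximal effect; 0% = DMSO wells and -100% = cell-free medium wells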
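Knockdown cells (IDH1KD HT-1080) received compounds 2 h after plating at 750 cells/well and were kept 48 h at 37 °C in 5% FBS RPMI. A CellTiter-Glo luminescence read gave % activity for curve fitting.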
ATXN2 expr inh – Primary qHTS for Inhibitors of ATXN expression; HEK-293 ATXN2-luciferase reporter, luminescence, 24 h; Potency, µM (top dose mostly 57 µM), for the others: at the top dose activity change, negative = inhibition, actives largely listed as inhibitors; 0.72% of 360,000 active; AID 1745845, 2022; further: potency means the concentration at half of the fitted maximal effect; on the % scale 0 is the no-effect control and ±100 the full control effect; nearly all actives have a fitted effect of over 55% in size
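ATXN2-luciferase reporter cells (luciferase flanked by upstream and downstream ATXN2 gene portions) were treated 24 h at 37 °C with compounds at up to 57 uM. SteadyGlo luminescence gave expression; GF-AFC fluorescence gave viability.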
MCF10A rereplic – A quantitative high throughput screen for small molecules that induce DNA re-replication in MCF 10a normal breast cells; MCF 10A DNA re-replication, Hoechst nuclear intensity, 48 h; Potency, µM (highest dose often 46.1 µM), for inactives: at the highest dose activity, positive = re-replication, usual class: activators; 2.9% of 350,000 active; AID 624296, 2012; further: potency means the concentration at half of the fitted maximal effect; % of control where 0% means no effect; nearly all actives have a fitted effect of over 50% in size
S2 tox – Viability Counterscreen for Primary qHTS for Inhibitors of ATXN expression | S2 cells (HEK-293 line with an ATXN2-luciferase reporter) viability, CellTiter-Fluor protease fluorescence, 24 h | Potency, µM (top dose mostly 56.7 µM), usual class: cytotoxic | 0.49% of 400,000 active | AID 651635, 2014; further: potency means the concentration at half of the fitted maximal effect; nearly all actives have a fitted effect of over 40% in size
* marks the source's active call; other numbers are inactive results; i = inactive; u = inconclusive; x = no result given; [ ] = remark or other dose. Unless noted, the call rests on the fitted dose curve; in most records, active means well fitted curve in the direction sought with a large enough effect; inconclusive means small, poorly fitted or top-dose-only effect, or another doubt; inactive means no such curve, though single readings can be large; an effect the other way counts as inactive or inconclusive.

SMILES	HT1080NT lethal	SW480 rereplic	KB-V1 MDR tox	KB-3-1 tox	IL1B secr inh	HT1080 IDH1KD tx	ATXN2 expr inh	MCF10A rereplic	S2 tox
CCOC(CCn1ccc(O)c(Cc2ccc(Cl)cc2)c1=O)OCC	-1.3%	-0.3%	15.8%	-2.1%	13.3	26.1%	x	-13.4%	i
CCOC(=O)NC(=O)/C(C=Nc1ccc(Cl)cc1)=C(\C)O	10.1%	-5.1%	22.0%	-8.4%	11.1	2.3%	-6.8%	0.5%	i
COc1ccc(-c2noc(CN(C)C3CCOCC3)n2)cc1	10.7%	-9.7%	4.2%	7.8%	2.8	13.9%	5.7%	6.4%	i
Cc1cccc(NC(=O)CN2C(=O)c3cccc4cccc2c34)c1C	x	x	-16.0%	-7.7%	x	x	-0.2%	x	i
Cc1cc(C(=O)COC(=O)C2=NNC(=O)CC2)c(C)n1-c1ccccc1	24.9%	-1.3%	-23.3%	1.4%	5.9	3.5%	-15.8%	-1.8%	i
CCOC(=O)C1CCN(C(=O)COc2ccc(N(C)S(=O)(=O)c3cccs3)cc2)CC1	3.3%	1.0%	-1.0%	17.8%	24.0	0.3%	2.0%	0.8%	i
Cc1ccc(C)c(OCCCC(=O)Nc2nccs2)c1	-13.5%	-0.2%	-26.2%	-1.8%	32.7	-23.6%	u	-3.9%	i
CCC(=O)Nc1ccc(C(=O)CSc2nnc(-c3ccc(O)cc3)n2CC2CCCO2)cc1OC (stereo not given)	18.6%	-3.9%	17.2%	6.0%	26.5	2.5%	-1.1%	15.4%	i
O=C(COc1ccc(CNC[C@H]2O[C@@H](n3ccc(=O)[nH]c3=O)[C@H](O)[C@@H]2O)cc1)Nc1ccccn1	12.1%	x	14.4%	0.0%	4.2	20.0%	13.5%	x	i
C#CC1(NC(=O)NC(C)C)CCCCC1	-0.8%	-3.4%	-13.0%	0.9%	5.5	-3.9%	x	4.3%	i
CC(C)COCC1CC2(CC(C)C(=O)CC2=O)C(=O)O1 (stereo not given)	12.0%	16.6%	-8.5%	2.8%	26.6	15.9%	0.7%	-4.0%	i
C=C(C)C1CC=C(CN2CCN(Cc3ccccc3)CC2)CC1 (stereo not given)	-0.3%	u	1.8%	-1.4%	11.1	-1.2%	x	-6.5%	u
Cc1ccc(C(=O)Nc2cccnc2Oc2ccc(Cl)cc2)cc1	-2.7%	-5.5%	-3.2%	-6.9%	-62.2*	-7.0%	-0.1%	16.6%	i
CCOC(=O)/C=C/C(=O)Nc1ccccc1-c1ccccc1NC(=O)/C=C/C(=O)OCC	u	4.61µM*	-22.9%	u	-83.1*	23.1µM*	u	5.8µM*	u
Cc1cccc(NC(=O)COC(=O)CN2C(=O)c3ccccc3C2=O)c1	-3.5%	x	26.7%	-1.0%	6.6	-5.0%	x	x	u
CCOC(=O)/C(C#N)=C/c1c(N2CCN(c3ccccc3)CC2)nc2ccccn2c1=O	2.3%	-9.7%	-6.6%	-8.7%	31.6	24.7%	4.9%	-5.4%	i
COc1ccc(NC(=O)c2cc(C)no2)cc1Cl	-2.4%	17.2%	18.8%	-1.5%	3.6	-2.3%	7.1%	8.7%	i
Cc1cc(C(=O)Nc2ccon2)ccc1[N+](=O)[O-]	23.1%	1.3%	2.7%	0.7%	-2.4	18.2%	-1.7%	0.0%	i
O=C(CSCc1nc2ccccc2[nH]1)N1CCN(c2ccc(F)cc2)CC1	-0.4%	9.3%	-25.5%	-16.5%	u	u	-8.0%	14.7%	i
CCCCNc1nc(Oc2ccc(=O)n(C)n2)nc(N(C)C)n1	x	x	4.7%	5.3%	x	x	14.6%	x	i
Cc1ccc(NC(=O)c2cc3ccccc3cc2O)cc1	u	13.4%	-16.1%	u	-9.2	-22.2%	44.4%[activator]	u	i
O=C(CC1C(=O)NCCN1Cc1ccccc1)NCCN1CCCCC1=O (stereo not given)	9.1%	-26.7%	-2.7%	-2.4%	-4.7	6.5%	x	1.8%	i
Cc1ccc(/C=N/NC(=O)Nc2ccccc2)o1	19.2%	-3.6%	9.9%	6.1%	0.7	10.3%	46.7%[activator]	0.2%	i
COc1cccc(NC(=O)c2c(F)cccc2F)c1	18.6%	x	0.0%	5.6%	-10.5	15.1%	34.7%	x	i
CC(Oc1ccc(-n2cnnn2)cc1)C(=O)O (stereo not given)	11.7%	-27.5%	6.4%	6.3%	12.2	5.9%	-24.7%	-15.8%	i
Cn1c(SCC(=O)Nc2cccc(O)c2)nnc1-c1ccc(S(=O)(=O)N2CCOCC2)cc1	-1.4%	-2.8%	14.1%	-0.7%	0.7	0.8%	4.6%	2.7%	i
O=C(/C=C/c1ccccc1)NNC(=O)C1CC1	-2.4%	-4.3%	7.8%	8.0%	-16.6	4.3%	8.1%	1.7%	i
COc1ccccc1OCC(=O)NCc1n[nH]c(=O)c2ccccc12	-1.2%	-6.1%	10.7%	-5.6%	16.2	-0.7%	5.4%	3.9%	i
O=S(=O)(Nc1cccc(-c2ccc(N3CCOCC3)nn2)c1)c1ccccc1C(F)(F)F	x	x	0.0%	-3.6%	x	x	2.3%	x	u
FC(F)(F)c1cc(Cl)c2nc(-c3ccccc3)cn2c1	-15.0%	0.9%	0.0%	0.0%	7.9	-13.6%	153.6%[activator]	14.6µM*	i
Cc1ccc(NC(=O)C2C3C=CC4(O3)C2C(=O)N(CCCN2CCCCC2)C4C(=O)NC2CCCCC2)cc1Cl (stereo not given)	-11.4%	u	10.7%	u	u	-20.7%	-19.3%	-7.3%	i
Oc1ccc(/C=N\Nc2nncc(-c3ccccc3)n2)cc1	u	16.9%	u	u	u	u	5.3%	9.9%	i
Cc1ccnc2nc(C(=O)Nc3cc(Cl)ccc3N3CCOCC3)nn12	2.8%	-4.0%	u	-1.2%	17.5	8.0%	2.9%	0.0%	i
O=C(Oc1ccccc1)Oc1ccc2c(c1)oc(=O)c1ccccc12	-2.4%	12.1%	0.0%	-12.8%	10.2	-5.7%	0.2%	26.8%	i
CCC(NC(=O)CNC(=O)CNC(=O)c1ccc(Cl)cc1Cl)c1ccc(C)cc1 (stereo not given)	-5.3%	14.6%	-12.8%	-11.5%	-11.8	-17.2%	-16.3%	-4.8%	i
COC1=CC(=O)OC(c2cccc(OC)c2)C1 (stereo not given)	17.0%	x	-2.1%	5.2%	22.4	18.4%	x	x	x
O=C1CCCCc2sc(Br)c([N+](=O)[O-])c2N1	u	2.91µM*	-0.6%	0.5%	-105.2*	u	21.7%	u	i
COc1ccc(C(=O)NCCNC(=O)c2ccc(OC)cc2)cc1	0.9%	-6.2%	12.8%	u	6.3	0.2%	-7.3%	1.2%	i
COc1ccc(-n2c(=O)c3c4c(sc3n(CC(=O)NCc3ccco3)c2=O)CCC4)c(OC)c1	1.4%	-0.5%	16.4µM*	-3.0%	-4.4	8.1%	1.4%	11.0%	i
CC(=O)COC(=O)c1ccc2noc(-c3ccccc3)c2c1	25.1%	-8.5%	-12.8%	12.6%	29.5	24.7%	14.9%	-0.7%	i
Cn1c2ccccc2c(=O)c2cc(C#Cc3ccc(N)cc3)ccc21	-14.5%	u	-9.4%	-20.3%	3.6	-26.6%	5.9%	-2.8%	u
CCOc1ccc(-c2csc(Cn3c(CN4CCN(C)CC4)nc4ccccc4c3=O)n2)cc1	-2.3%	u	u	-19.4%	-75.2*	-18.0%	u	u	u

Part of the list above in order of molecular weight, lowest first:
SMILES	HT1080NT lethal	SW480 rereplic	KB-V1 MDR tox	KB-3-1 tox	IL1B secr inh	HT1080 IDH1KD tx	ATXN2 expr inh	MCF10A rereplic	S2 tox
COC1=CC(=O)OC(c2cccc(OC)c2)C1 (stereo not given)	17.0%	x	-2.1%	5.2%	22.4	18.4%	x	x	x
Oc1ccc(/C=N\Nc2nncc(-c3ccccc3)n2)cc1	u	16.9%	u	u	u	u	5.3%	9.9%	i
CC(=O)COC(=O)c1ccc2noc(-c3ccccc3)c2c1	25.1%	-8.5%	-12.8%	12.6%	29.5	24.7%	14.9%	-0.7%	i
FC(F)(F)c1cc(Cl)c2nc(-c3ccccc3)cn2c1	-15.0%	0.9%	0.0%	0.0%	7.9	-13.6%	153.6%[activator]	14.6µM*	i
Cn1c2ccccc2c(=O)c2cc(C#Cc3ccc(N)cc3)ccc21	-14.5%	u	-9.4%	-20.3%	3.6	-26.6%	5.9%	-2.8%	u
COc1ccc(C(=O)NCCNC(=O)c2ccc(OC)cc2)cc1	0.9%	-6.2%	12.8%	u	6.3	0.2%	-7.3%	1.2%	i
O=C(Oc1ccccc1)Oc1ccc2c(c1)oc(=O)c1ccccc12	-2.4%	12.1%	0.0%	-12.8%	10.2	-5.7%	0.2%	26.8%	i
Cc1ccnc2nc(C(=O)Nc3cc(Cl)ccc3N3CCOCC3)nn12	2.8%	-4.0%	u	-1.2%	17.5	8.0%	2.9%	0.0%	i
CCC(NC(=O)CNC(=O)CNC(=O)c1ccc(Cl)cc1Cl)c1ccc(C)cc1 (stereo not given)	-5.3%	14.6%	-12.8%	-11.5%	-11.8	-17.2%	-16.3%	-4.8%	i
COc1ccc(-n2c(=O)c3c4c(sc3n(CC(=O)NCc3ccco3)c2=O)CCC4)c(OC)c1	1.4%	-0.5%	16.4µM*	-3.0%	-4.4	8.1%	1.4%	11.0%	i
